# Gli-Sufu block: Gli-Sufu pathway antagonists, primary screen, luciferase luminescence, Sufu-KO-LIGHT cells, uHTS; Sufu-KO-LIGHT fibroblasts, Gli luciferase reporter luminescence; inhibition, % at 5 µM; actives 0.74% (n = 340,000);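 active = inhibition above about 55%, limit read from the data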;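 also: 0% = DMSO-treated cells and 100% = wells with medium but no cells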
# Jurkat NFkB inh: inhibitors of induced NF-kB luciferase reporter, primary screen, TCR NF-kB activation inhibitor project, cell-based, luminescence, uHTS; AID 435003, 2010; Jurkat, PMA/ionomycin-induced NF-kB luciferase reporter; actives 0.53% (n = 330,000); inhibition, % at 4 µM; in the data active = inhibition above about 50%
# CXCR6 block: CXCR6 receptor inhibitors, primary screen, cell-based, beta-arrestin, luminescence, CHO-K1 PathHunter, 1536-well; actives 0.36% (n = 360,000); inhibition, % at 20 µM; C-X-C chemokine receptor type 6 (Homo sapiens), O00574; AID 602244, 2012; in the data active = inhibition above about 34%, passing the limit was not always enough;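 also: antagonist mode with CXCL16 agonist at 10 nM final; 0% = 10 nM CXCL16 with DMSO and 100% = unstimulated wells without agonist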
# Target sequence (O00574 whole entry, looked up): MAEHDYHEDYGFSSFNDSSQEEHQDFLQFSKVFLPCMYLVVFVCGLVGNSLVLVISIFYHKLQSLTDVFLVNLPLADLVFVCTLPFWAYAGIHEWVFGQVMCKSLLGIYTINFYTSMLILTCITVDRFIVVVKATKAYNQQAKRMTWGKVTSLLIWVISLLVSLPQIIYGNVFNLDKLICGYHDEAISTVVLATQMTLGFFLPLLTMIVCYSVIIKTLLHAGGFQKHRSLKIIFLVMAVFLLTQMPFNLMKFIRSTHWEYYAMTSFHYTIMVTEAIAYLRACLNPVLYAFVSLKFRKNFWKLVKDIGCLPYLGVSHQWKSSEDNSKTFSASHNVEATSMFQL
# 697 NFkB inh: inhibitors of PMA/ionomycin-induced NF-kB reporter, 697 cells, primary screen, B-cell NF-kB inhibitor project, cell-based, luminescence, uHTS; 697 B-cell NF-kB luciferase reporter, 16 h; inhibition, % at 4 µM; actives 0.33% (n = 330,000); AID 435022, 2010; in the data active = inhibition above about 35%
# UPR XBP1 act: activators of adaptive XBP1 UPR arm, primary screen, cell-based, CHO-XBP1 luciferase reporter, luminescence, uHTS; activation, % at 20 µM; IRE1-XBP1 UPR activation; percent of tunicamycin response, DMSO as zero; AID 463104, 2010; actives 0.33% (n = 330,000);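 active = versus positive control, 20 µM dose yields 30% or more activation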;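 also: 100% = tunicamycin at 10 µg/mL and 0% = DMSO only wells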
#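 Material: CHO cell line with stable XBP1 luciferase reporter; buffer or medium: F12 medium containing 10% fetal bovine serum; compound: single point, 20 µM final compound, 1% DMSO; incubation: 6 h treatment, 37 °C; measured by: glow luminescence from Steady-Glo reagent; evaluation: activation, % of tunicamycin; control set: tunicamycin high, DMSO low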
# Mdm2-MdmX inh: inhibitors of human Mdm2-MdmX association, primary screen, cell-based, luminescence, split luciferase, SaOS-2, uHTS | Protein Mdm4 (Homo sapiens) + E3 ubiquitin-protein ligase Mdm2 (Homo sapiens), … | SaOS-2 split-luciferase Mdm2/MdmX complementation | inhibition, % at 8 µM | actives 3% (n = 330,000) | AID 485346, 2010;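 active = inhibition of at least 50% at 8 µM in the primary screen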
# UPR CHOP act: activators of apoptotic CHOP UPR arm, primary screen, cell-based, CHO-CHOP luciferase reporter, luminescence, uHTS. actives 0.34% (n = 330,000). activation, % at 10 µM. UPR activation; percent of tunicamycin response over DMSO baseline. AID 449763, 2010;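 active = at 10 µM dose, activation of 40% or more, normalized to positive control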;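 also: 100% = tunicamycin at 10 µg/mL and 0% = DMSO alone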
#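 System: CHO-CHOP luciferase reporter cell line | Buffer or medium: F12 medium containing 10% fetal bovine serum | Doses: One dose, 10 µM in 0.5% DMSO | Times: 6 h compound exposure at 37 °C after overnight seeding | Signal: Luciferase luminescence | Read-out: % activation vs tunicamycin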
# EBI2 antag: EBI2 receptor antagonists, beta-arrestin recruitment, primary screen, cell-based, luminescence, 7a,25-OHC stimulation, uHTS; 7a,25-OHC stimulated; inhibition, % at 5 µM; actives 0.81% (n = 360,000); AID 651636, 2012; in the data active = inhibition above about 38%;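 also: enzyme fragment complementation signal reports receptor beta-arrestin coupling in cells; 0% = agonist plus DMSO wells and 100% = wells without agonist; some results beyond the cut were filed as inactive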
# Target sequence (P32249 whole entry, looked up, the tested form may be a part): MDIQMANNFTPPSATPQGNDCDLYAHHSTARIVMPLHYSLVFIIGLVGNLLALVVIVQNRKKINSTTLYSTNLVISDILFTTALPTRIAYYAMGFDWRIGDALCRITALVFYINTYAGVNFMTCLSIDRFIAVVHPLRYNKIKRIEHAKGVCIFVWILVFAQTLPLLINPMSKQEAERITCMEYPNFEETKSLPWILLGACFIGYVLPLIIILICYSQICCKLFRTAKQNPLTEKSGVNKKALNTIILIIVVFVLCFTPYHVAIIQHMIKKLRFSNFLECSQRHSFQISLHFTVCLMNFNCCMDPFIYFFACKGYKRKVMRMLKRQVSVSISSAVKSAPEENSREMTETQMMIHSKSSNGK
# CCR6 antagonist: CCR6 receptor antagonists, primary screen, cell-based, CHO-K1, luminescence, beta-arrestin, uHTS. C-C chemokine receptor type 6 (Homo sapiens), P51684. CHO-K1 CCR6 PathHunter beta-arrestin, CCL20-stimulated. inhibition, % at 20 µM. actives 0.49% (n = 340,000);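 active = compounds whose inhibition of the agonist-driven luminescence signal at 20 µM reaches about 50%, limit read from the data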;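 also: cells stimulated with CCL20 at 14 nM final; plate controls were DMSO with CCL20 for no effect and DMSO without agonist for full effect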
# The depositor's hits bear a star.
compound	Gli-Sufu block	Jurkat NFkB inh	CXCR6 block	697 NFkB inh	UPR XBP1 act	Mdm2-MdmX inh	UPR CHOP act	EBI2 antag	CCR6 antagonist
CCOc1cc(/C=N/NC(=O)C(C)Sc2ccccc2)ccc1O (configuration not stated)	-5	-4	7	-14	5	-6	1.6	-6	-6
Cc1ccc(CCNC(=O)C2CCC(=O)N2C2CCCC2)cc1 (configuration not stated)	-1	5	-2	-4	-3	8	-0.9	-9	-3
O=C(CCCN1C(=O)/C(=C/c2ccccc2Cl)SC1=S)Nc1ccccn1	9	12	3	46*	-5	67*	-4.1	5	13
CCCCN1C(=O)NC(NC(C)=O)(C(F)(F)F)C1=O (configuration not stated)	3	4	-11	15	4	20	-1.9	-1	-2
CCOC(=O)CN(c1cccc(C(C)=O)c1)S(C)(=O)=O	-3	-1	3	11	1	9	0.5	-13	0
Cc1cccnc1Oc1ncccc1N	1	13	13	4	1	16	-1.1	-4	7
COc1cc(C(=O)OCC(=O)N(C)c2ccccc2)cc(OC)c1OC	-7	2	-6	9	-2	2	0.7	-6	6
N#CC(C#N)=Cc1ccc(-c2ccc(S(=O)(=O)N=C(N)N)cc2)o1	-2	-2	-6	-8	-1	7	2.5	-4	21
Cc1nc(C)c(-c2ccc(SCC(=O)Nc3ccc(C)c(Cl)c3)nn2)s1	0	35	2	-13	2	29	4.3	4	13
O=C(COc1ccccc1Cl)N1CCCC1	5	-6	-7	-9	0	29	-0.6	-8	-1
COc1ccc(CNC(=O)CCNS(=O)(=O)c2ccc(C)cc2)cc1	-7	4	1	12	-3	-2	-1.6	1	-9
CC1CCCCC1NC(=O)c1ccc(-n2cncn2)c([N+](=O)[O-])c1 (configuration not stated)	-5	-6	-4	-4	1	5	-0.6	-9	8
O=C(Nc1nnc(S(=O)(=O)N2CCOCC2)s1)c1ccc(F)cc1	-1	1	-1	0	-1	-2	0.0	-3	0
NC(=O)NC(=O)COC(=O)c1sc2ccccc2c1Cl	14	3	-2	9	0	8	1.6	1	9
COc1ccc(N2CCN(Cc3nnnn3C3CCCCC3)CC2)cc1	2	-11	-13	-3	2	1	-0.3	-11	-2

# Full records from above.
# NC(=O)NC(=O)COC(=O)c1sc2ccccc2c1Cl as listed: Gli-Sufu block = 14; Jurkat NFkB inh = 3; CXCR6 block = -2; 697 NFkB inh = 9; UPR XBP1 act = 0; Mdm2-MdmX inh = 8; UPR CHOP act = 1.6; EBI2 antag = 1; CCR6 antagonist = 9
# CCCCN1C(=O)NC(NC(C)=O)(C(F)(F)F)C1=O (configuration not stated) as listed: Gli-Sufu block = 3; Jurkat NFkB inh = 4; CXCR6 block = -11; 697 NFkB inh = 15; UPR XBP1 act = 4; Mdm2-MdmX inh = 20; UPR CHOP act = -1.9; EBI2 antag = -1; CCR6 antagonist = -2

# Additional results:
compound	Gli-Sufu block	Jurkat NFkB inh	CXCR6 block	697 NFkB inh	UPR XBP1 act	Mdm2-MdmX inh	UPR CHOP act	EBI2 antag	CCR6 antagonist
CCCOc1ccc(C(C(=O)OCCN(CC)CC)c2ccccc2)cc1 (configuration not stated)	4	-1	8	-17	1	21	1.0	-2	16
Cc1cc([N+](=O)[O-])c(C)cc1-c1ccc(/C=N/NC(=O)Cn2nnnc2N)o1	3	-14	5	4	-2	8	0.6	-11	11
Cc1cc(C)n2nc(SCC(=O)c3cc(C)n(-c4cc(C)on4)c3C)nc2n1	55	-4	-7	-34	-2	25	1.2	-7	-1
c1ccc(-n2ncc3c2ncn2cnnc32)cc1	5	-8	8	19	-2	24	-4.2	6	13
Cc1cccc(C)c1NC(=O)CN(C)C(C)C(=O)NCC(=O)Nc1ccc(F)c(F)c1F (configuration not stated)	0	-5	5	6	0	8	1.0	-1	7
CCOc1ccccc1C1C(C#N)=C(N)Nc2onc(-c3ccccc3)c21 (configuration not stated)	-2	24	1	3	-1	-6	-0.9	-15	23
CCn1nc(C)c(CN2CCC(Oc3ccc(C(=O)N4CCCC4)cc3)CC2)c1C	46	10	-2	-16	1	5	0.0	2	19
COC(=O)Nc1sccc1C(=O)Nc1sccc1C(=O)OC	-1	2	3	39*	0	61*	-0.2	4	5
CC(C)NC(=O)CN(C(=O)CCC(=O)Nc1nccs1)c1ccc2c(c1)OCO2	1	-12	6	1	-1	5	2.2	-7	8
Cc1ccc(NC(=O)CSCC(=O)Nc2cccc3ncccc23)cc1	-10	11	-3	-6	1	23	-0.9	-9	4
Cc1cc(C)nc(N2CCC(C(=O)NCCc3ccc(F)cc3)CC2)n1	-3	-7	-2	14	4	-9	-0.5	22	0
CC(=O)c1ccccc1Oc1cc(NN2CCCCC2)c([N+](=O)[O-])cc1[N+](=O)[O-]	4	9	12	10	4	19	-0.1	21	7
C=CCNC(=O)/C(C#N)=C/c1c(N(Cc2ccccc2)Cc2ccccc2)nc2ccccn2c1=O	8	24	8	-12	1	32	1.8	18	18
Cc1ccc(Cn2c(=N)c(C(=O)NC3CCCC3)cc3c(=O)n4ccccc4nc32)cc1	23	32	11	32	-4	50*	0.2	16	12
O=[N+]([O-])c1cccn2cc(-c3ccc(Br)cc3)nc12	-63	-59	-13	-81	0	-89	1.5	-19	-10
C=CCNC(=O)c1onc(CSc2ccccn2)c1C(=O)NCC=C	-1	6	4	6	0	25	1.9	-5	9
CC(C)CCNC(=O)c1ccc2c(Cl)c3c(nc2c1)CCC3	-45	-120	4	-269	-6	-82	0.6	-1	15
CCOC(=O)CSc1nc2sc3c(c2c(=O)[nH]1)CC(C)(CC)OC3 (configuration not stated)	5	-20	1	-50	1	12	-0.9	-9	-20
COc1ccc(/C=C2\SC(=O)N(CCCC(=O)Nc3ccc(C(=O)O)cc3)C2=O)cc1OC	-2	14	16	62*	-3	-2	0.9	4	-6
O=C(CN1CCN(C(=O)c2cccs2)CC1)Nc1ccc(Br)cc1	2	0	6	-30	1	-32	-1.2	8	-9
Cc1cc(C)c(C2C(C#N)=C(N)Oc3n[nH]c(C)c32)cc1CN1CCOCC1 (configuration not stated)	3	-2	-1	11	-1	10	-0.6	-8	1
O=C1C=C(/C=C/c2ccccc2)C[C@@H](c2ccc(F)cc2)C1	8	-6	3	12	6	-14	2.6	33	15
CCc1cc2ccc(C)cc2nc1SCC(=O)NNC(=O)c1ccco1	-5	4	5	24	-3	33	-1.8	-1	-3
CSc1nc(=S)n(-c2ccc([N+](=O)[O-])cc2)c(C)c1C(C)=O	6	-9	3	-22	-3	-7	-1.6	-8	4
CCc1cc2c(=O)n(N)c(CCC(=O)O)nc2s1	-4	-4	-2	-1	-2	-6	-2.0	-5	-9
Cc1ccc(N2C(=O)CC(Sc3cccs3)C2=O)cc1 (configuration not stated)	10	-13	-8	2	-3	-7	-1.5	-5	-3
COC(=O)c1[nH]c2ccccc2c1NC(=O)CN1CCCc2ccccc21	16	-13	0	-21	1	-13	0.7	-2	12
O=C(c1ccc(N2CCOCC2)cc1)N1CCCC(Nc2ccccc2)C1 (configuration not stated)	-11	4	-4	0	-2	-2	3.6	-10	8
CC(=O)c1nn(-c2ccc(Cl)cc2)cc1C(=O)c1ccc(C)cc1	-11	-16	9	-31	-2	2	0.4	88*	2
CC(C)(C)C(=O)Nc1cccc(OC(F)(F)C(F)Cl)c1 (configuration not stated)	-8	-17	-6	-5	-1	-5	1.8	-1	-8
C=C1CCN([C@@H](CC(C)C)C(=O)NCc2ccc(Cl)c(Cl)c2)S(=O)(=O)c2ccccc21	7	12	13	-1	1	40	1.3	2	1
O=C(NCCOc1nc(N2CCOCC2)nc(N2CCOCC2)n1)Nc1ccc(Cl)cc1	14	14	-7	20	0	15	-0.3	-3	-14
COC(=O)C1=C(N)Oc2cc(C)n(CCCn3ccnc3)c(=O)c2C1c1ccc(Cl)cc1 (configuration not stated)	-2	11	10	10	-7	15	0.2	3	-4
Cc1ccc2[nH]c(=O)c(CN(Cc3ccc4c(c3)OCO4)Cc3nnnn3C3CCCC3)cc2c1	-11	-3	8	-1	-6	6	0.2	-5	14
Cc1cc([N+](=O)[O-])nn1CC(=O)Nc1nccs1	8	1	-1	-8	-3	14	1.5	-8	6
N#CC(c1ccc(Cl)cc1)c1ccc2c(C(F)(F)F)cc(C(F)(F)F)nc2n1 (configuration not stated)	92*	5	45*	-8	-7	99*	25	4	56*
O=C(Nc1ccc(C(=O)O)cc1)/C(=C\c1ccccc1)NC(=O)c1ccccc1	5	6	10	15	-4	7	0.1	9	14
Cc1cc(NC(=S)N(Cc2ccc(Cl)cc2)Cc2ccc(C(=O)O)cc2)ccc1Cl	8	13	2	17	-4	1	0.8	4	18
COc1cc(CN2CCC(C(=O)N3CCCC(C)C3)CC2)cc(Br)c1O (configuration not stated)	7	8	10	0	-1	13	-2.3	9	4
O=C(COc1ccc(Br)cc1CO)Nc1ccc(S(=O)(=O)N2CCCCC2)cc1	28	0	-1	8	-4	0	-1.7	-3	8
CCCN1Cc2cccc(C(=O)NC(CC(=O)OCC)c3ccc(OC(C)C)cc3)c2C1=O (configuration not stated)	-26	1	4	-12	0	-4	0.5	-8	10
CC(=O)c1ccc(S(=O)(=O)NCc2nnnn2-c2ccccc2)cc1	7	16	6	6	-10	8	2.0	2	12
CCCS(=O)(=O)c1nc(S(=O)(=O)c2ccc(C)cc2)c(N2CCCC(C)C2)s1 (configuration not stated)	1	7	2	-16	-5	39	5.2	-3	18
COc1ccc(Cl)cc1NC(=O)C1CCCN(c2ncnc3c2nc2n3CCCCC2)C1 (configuration not stated)	-7	4	-1	0	2	25	-0.2	21	22
COc1cccc(NC(=O)CN(C)CC(=O)Nc2ccc3c(c2)CCC3)c1	7	-7	-5	10	-1	-4	0.4	2	12
CCCCOC(=O)c1c(C)oc2ccc(NS(=O)(=O)c3ccc4c5c(cccc35)C(=O)N4)cc12	-4	6	1	20	0	23	0.9	7	14
Cn1nc(C(=O)NCc2ccc(F)cc2)cc1C(=O)NCc1ccc(F)cc1	-6	0	-2	27	-2	11	0.0	-2	6
CCN(CC)c1ccc(NC(=O)c2c(C)noc2C)cc1	5	-5	0	4	-4	-1	3.7	-2	-1
CC1CCc2c(sc(NC(=O)Cn3nc(C(F)(F)F)c4c3CCCCC4)c2C#N)C1 (configuration not stated)	2	3	-11	5	-3	19	-1.3	5	11
COc1ccc(/C=c2\s/c(=C/C(=O)c3ccc(C)cc3)[nH]c2=O)cc1OC	8	6	5	-18	1	28	3.0	16	13
